Source: PubChem
MEP2 TOR yeast: yeast TOR pathway MEP2-GFP modulation | AID 2016 | GFP response vs DMSO, % at 10 µM | S. cerevisiae MEP2-GFP strain, flow cytometry GFP, 3 h; 100% = DMSO control level | 330,000 compounds, 0.51% hits;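 active = GFP response versus DMSO above a set limit, roughly screen mean plus 3 SD, cut at about 180% in these data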;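 also: median GFP fluorescence of the barcode-gated MEP2-GFP cells per well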
procasp7 counter: activates human procaspase-7, counter-screen for procaspase-3 activators | P55210 | recombinant procaspase-7, Ac-DEVD-pNA absorbance 405 nm; D23A/D198A/D206A triple mutant, cannot self-cleave; scale: DMSO 0, 5 µM enzyme 100 | activation, % at 8.5 µM | 330,000 compounds, 0.093% hits | AID 463210;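 active = percent activation above the screen-wide mean plus 3 SD, cut at about 25% in these data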
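Assay system: Uncleavable procaspase-7 mutant enzyme / Input: 2 µM procaspase-7 mutant as dispensed / Dosing: single nominal 8.5 µM compound dose, 0.8% DMSO final / Timing: 1 h enzyme–compound preincubation and 2 h substrate reaction, both 25 °C / Detection: p-Nitroaniline absorbance at 405 nm, read at 0 and 120 min / Replication: singlicate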
ZTA counter: ZTA (EBV) inhibition in EBNA-1 counter-screen; P03206; ZTA-DNA binding, fluorescence polarization; inhibition, % at 11 µM; 320,000 compounds, 0.15% hits; in the data active = inhibition above about 33%
proCasp3 act: activates human procaspase-3 | P42574 | recombinant procaspase-3 D3A, Ac-DEVD-pNA absorbance 405 nm | activation, % at 8.5 µM | 330,000 compounds, 0.11% hits;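 active = activation above the mean of all tested compounds plus 3 SD, cut at about 21% in these data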;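 also: 0% = DMSO alone and 100% = DMSO wells spiked with extra 5 µM PC-3 D3A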
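Test system: Procaspase-3 D3A mutant; medium: Zinc-free HEPES/NaCl buffer with 0.01% Triton X-100 at pH 7.4; reagent: DEVD-pNA substrate; doses: one concentration, 8.5 µM nominal, 0.8% DMSO; times: 1 h preincubation plus 2 h reaction at 25 °C; signal: Epi-absorbance at 405 nm of released p-nitroaniline, 0 and 120 min; replicates: singlicate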
AHR activator: human AHR activation; P35869; AHR-responsive luciferase reporter cells, luminescence; activation, % at 5 µM; 320,000 compounds, 2.5% hits; in the data active = activation above about 47%;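 also: 0% = vehicle wells and 100% = reference agonist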
EBNA-1 inh: blocks EBNA-1 binding to DNA. EBNA-1 DNA binding, fluorescence polarization. inhibition, % at 14.8 µM. 300,000 compounds, 0.34% hits. AID 1950; in the data active = inhibition above about 28%
LAP4-GFP MLPCN: modulators of TOR pathway LAP4-GFP in S. cerevisiae; 320,000 compounds, 0.34% hits; GFP response vs DMSO, % at 10 µM; S. cerevisiae LAP4-GFP multiplex, flow cytometry GFP, 3 h; median GFP as percent of DMSO wells;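 active = GFP response vs DMSO above a set limit, about the screen mean plus 3 SD, cut at about 150% in these data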
RPL19A-GFP yeast: modulators of TOR pathway RPL19A-GFP in S. cerevisiae. S. cerevisiae RPL19A-GFP strain, flow cytometry, 3 h; stronger effect = lower value. percent response vs DMSO, % at 10 µM. 330,000 compounds, 0.3% hits;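 active = percent response vs DMSO below 50%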;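 also: median channel GFP fluorescence of the barcoded RPL19A-GFP strain; ratio of sample median GFP to plate DMSO average so 100% = DMSO; lower means less RPL19A-GFP as with rapamycin TOR inhibition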
* = called active by the depositor; · = no result given.

cpd	canonical_smiles	LAP4-GFP MLPCN	proCasp3 act	procasp7 counter	RPL19A-GFP yeast	AHR activator	MEP2 TOR yeast	ZTA counter	EBNA-1 inh
1	O=C(COC(=O)CNC(=O)c1ccccc1Cl)Nc1ccccc1Cl	101	9	18	98	-3	104	-3	·
2	CCC(=O)N1c2ccc(S(=O)(=O)CCC(=O)NCCC3=CCCCC3)cc2CC1C (stereo not given)	103	-12	2	107	1	106	-19	-6
3	COc1ccc2nc(SCC(C)=O)c(C#N)cc2c1	98	1	-6	103	11	91	-23	-13
4	C/C(CC(=O)Nc1ccc(OCc2ccccc2)cc1)=N\NC(=O)C(=O)Nc1ccccc1C	112	-3	4	109	-13	118	1	-6
5	COCCn1c(C)cc(C(=O)COC(=O)CNC(=O)c2ccco2)c1C	103	3	2	97	1	105	-10	·
6	Cc1cc(C(=O)COC(=O)C2CC2)c(C)n1-c1ccc(F)cc1	97	4	-1	100	-4	104	3	0
7	Cc1ccccc1C(=O)c1cccn1CC(=O)N1CCCCC1	83	9	11	86	0	90	-6	-5
8	COc1ccc(NC(=O)c2nc[nH]c2C(=O)NCc2ccccc2)cc1	77	-3	10	102	5	84	5	0
9	CCC(=O)Nc1sc(C(=O)Nc2ccccc2F)c(C)c1C(=O)OC	111	-10	8	98	-1	107	-23	-2
10	Clc1ccc(Oc2cnc3ccccc3n2)cc1	102	-4	7	99	8	99	-16	-9

Seven structures out of the list, sorted by molar mass, lowest first:
cpd	canonical_smiles	LAP4-GFP MLPCN	proCasp3 act	procasp7 counter	RPL19A-GFP yeast	AHR activator	MEP2 TOR yeast	ZTA counter	EBNA-1 inh
10	Clc1ccc(Oc2cnc3ccccc3n2)cc1	102	-4	7	99	8	99	-16	-9
7	Cc1ccccc1C(=O)c1cccn1CC(=O)N1CCCCC1	83	9	11	86	0	90	-6	-5
6	Cc1cc(C(=O)COC(=O)C2CC2)c(C)n1-c1ccc(F)cc1	97	4	-1	100	-4	104	3	0
8	COc1ccc(NC(=O)c2nc[nH]c2C(=O)NCc2ccccc2)cc1	77	-3	10	102	5	84	5	0
5	COCCn1c(C)cc(C(=O)COC(=O)CNC(=O)c2ccco2)c1C	103	3	2	97	1	105	-10	·
9	CCC(=O)Nc1sc(C(=O)Nc2ccccc2F)c(C)c1C(=O)OC	111	-10	8	98	-1	107	-23	-2
4	C/C(CC(=O)Nc1ccc(OCc2ccccc2)cc1)=N\NC(=O)C(=O)Nc1ccccc1C	112	-3	4	109	-13	118	1	-6

(further entries)
cpd	canonical_smiles	LAP4-GFP MLPCN	proCasp3 act	procasp7 counter	RPL19A-GFP yeast	AHR activator	MEP2 TOR yeast	ZTA counter	EBNA-1 inh
11	Cc1ccc(-n2nnnc2SCC(=O)NC2CCCc3ccccc32)c(C)c1 (stereo not given)	122	3	3	104	-4	137	-2	8
12	Cn1c2ccccc2c(=O)c2c(=O)n(-c3ccccc3)c(-c3ccc(C(C)(C)C)cc3)nc21	117	-10	-12	96	6	109	4	1
13	Cc1ccc(NC(=O)Cn2cnc3c(OCc4ccccc4)ncnc32)cc1C	87	9	-4	91	-2	90	·	·
14	COc1cc(S(=O)(=O)NCc2ccncc2)c(OC)cc1C	93	12	16	105	-3	102	-3	3
15	O=C1CCc2nc3ccccc3c(=O)n2N1	104	-1	3	98	-1	102	-3	-5
16	CC(=O)N1CCOc2ccc(S(=O)(=O)N3CCN(c4cccc(C(F)(F)F)c4)CC3)cc21	118	-3	9	95	-1	101	15	5
17	CCOC(=O)c1[nH]c(C)c(C(=O)NC2CCCCCC2)c1C	111	0	18	101	3	114	0	-7
18	Cc1nc(C(=O)N2CCc3c([nH]c4ccccc34)C2c2ccccn2)cs1 (stereo not given)	104	-2	-6	96	3	97	12	4
19	CC(=O)Nc1ccccc1C(=O)C(=O)Nc1ccc(C(=O)N2CCOCC2)cc1	108	-4	3	94	0	96	-14	2
20	Cc1ccccc1OC1CCN(C(=O)c2cc(COc3ccccc3)on2)CC1	98	-4	8	93	9	93	-1	1

A few values from the results shown:
AHR activator with compound 18 reads 3
EBNA-1 inh with compound 10 reads -9
LAP4-GFP MLPCN with compound 12 reads 117
EBNA-1 inh with compound 8 reads 0
EBNA-1 inh with compound 7 reads -5

New compounds follow:
cpd	canonical_smiles	LAP4-GFP MLPCN	proCasp3 act	procasp7 counter	RPL19A-GFP yeast	AHR activator	MEP2 TOR yeast	ZTA counter	EBNA-1 inh
21	O=C(NCCc1ccco1)C(=O)NCC1CCCN1S(=O)(=O)c1ccccc1 (stereo not given)	117	5	5	101	-1	97	-1	0
22	CC(C)(C)NNC(=S)Nc1cccc(F)c1	120	8	2	94	4	96	12	8
23	O=C(NCc1cccs1)C1CC(=O)N(Cc2ccccc2)C1 (stereo not given)	105	9	-6	100	-1	105	·	·
24	CC(C)(C)CC(=O)NCc1cccs1	96	9	8	101	1	101	-8	5
25	Cc1ccc(C(=O)O/N=C(\N)c2ccc(Br)cc2)cc1C	99	-1	10	98	33	98	-11	4
26	NC1=NC(=O)S/C1=C\c1ccc(F)cc1	99	3	-3	91	0	95	-1	-3
27	CN1CCN(C(=O)/C=C\c2ccc(Cl)cc2)CC1	110	12	-1	103	2	99	-6	-5
28	CCC(=O)Nc1ccc(Cl)c(NC(=S)NC(=O)COc2ccc(Cl)cc2)c1	104	-13	-11	101	9	99	1	58*
29	CCCN(CCC)C(=O)CSc1nc2n[nH]c(C)c2c(=N)n1-c1ccc(OC)cc1	92	-3	-2	96	19	89	-4	-3
30	COc1ccc(OC)c(S(=O)(=O)N/N=C\c2cn(CC(N)=O)c3ccccc23)c1	103	3	-10	103	7	103	1	0

Four records picked at random from the list so far:
cpd	canonical_smiles	LAP4-GFP MLPCN	proCasp3 act	procasp7 counter	RPL19A-GFP yeast	AHR activator	MEP2 TOR yeast	ZTA counter	EBNA-1 inh
26	NC1=NC(=O)S/C1=C\c1ccc(F)cc1	99	3	-3	91	0	95	-1	-3
23	O=C(NCc1cccs1)C1CC(=O)N(Cc2ccccc2)C1 (stereo not given)	105	9	-6	100	-1	105	·	·
25	Cc1ccc(C(=O)O/N=C(\N)c2ccc(Br)cc2)cc1C	99	-1	10	98	33	98	-11	4
29	CCCN(CCC)C(=O)CSc1nc2n[nH]c(C)c2c(=N)n1-c1ccc(OC)cc1	92	-3	-2	96	19	89	-4	-3

Later entries
cpd	canonical_smiles	LAP4-GFP MLPCN	proCasp3 act	procasp7 counter	RPL19A-GFP yeast	AHR activator	MEP2 TOR yeast	ZTA counter	EBNA-1 inh
31	N#Cc1ccc(NC(=O)c2cc(S(=O)(=O)N3CCOCC3)ccc2N2CCCC2)cc1	100	11	-4	99	-2	107	-6	3
32	S=C(NC1CC1)NC1CCCc2ccccc21 (stereo not given)	102	8	0	100	-2	101	-2	-1
33	C/C(=N\NC(=O)c1cccs1)C(C)(C)C	93	6	-10	103	25	104	9	0
34	Clc1ccccc1CN1CCC(Cc2ccccc2)CC1	86	-8	4	98	-4	99	-13	6
35	Cc1ccc(O)c(C(=O)c2cc(C#N)c(=O)n(CC3CCCO3)c2)c1 (stereo not given)	102	2	5	96	7	93	8	3
36	CCS(=O)(=O)n1nc(C(=O)N2CCOCC2)nc1N	100	0	3	100	-2	103	16	7
37	CC1CCCCC1NC(=O)COC(=O)c1c2c(nc3ccccc13)/C(=C/c1ccco1)CC2 (stereo not given)	107	-44	-33	92	12	101	-10	10
38	CCN1C=CC2=C(C#N)C(N)C(C#N)(C#N)C(c3ccccc3C(F)(F)F)C2C1 (stereo not given)	93	-6	-1	92	2	97	-13	-5
39	Cc1cccc(NC(=S)NC2CCCC2)c1C	103	7	-1	99	-3	117	-12	-9
40	Cc1nn(Cc2ccc(F)cc2Cl)c(C)c1[N+](=O)[O-]	101	13	-4	97	-1	95	0	1

Next section.
cpd	canonical_smiles	LAP4-GFP MLPCN	proCasp3 act	procasp7 counter	RPL19A-GFP yeast	AHR activator	MEP2 TOR yeast	ZTA counter	EBNA-1 inh
41	O=C(CSc1nccn1-c1ncc(C(F)(F)F)cc1Cl)c1ccc(Cl)cc1	103	1	-1	99	43	100	8	-14
42	O=C(CNC(=O)c1ccco1)NCCCc1ccccc1	92	3	3	96	-3	93	3	-5
43	Cc1nn(-c2ccccc2)c2c1C(c1cccnc1)N1C=C(S(=O)(=O)N3CCCCC3)C=CC1=N2 (stereo not given)	96	7	-2	·	0	92	2	-6
44	CCCc1nc2sc3c(SCC(=O)NCc4ccco4)ncnc3c2c2c1CCC2	99	-5	4	93	5	92	2	11
45	O=C(CCn1ccc2cc(S(=O)(=O)N3CCCC3)ccc21)NCc1ccccc1F	93	-2	6	99	2	99	-5	-1
46	O=C(CN1CCN(c2ccc(O)cc2)CC1)N(C1CC1)C1CCS(=O)(=O)C1 (stereo not given)	84	-6	-28	91	1	93	-2	·
47	C/C(Cn1ncc(N2CCOCC2)c(Cl)c1=O)=N\O	91	6	5	103	2	103	8	9
48	COc1ccc(Cl)cc1S(=O)(=O)NC(C)C(=O)NCc1ccccn1 (stereo not given)	82	10	-6	95	0	97	-11	-3
49	COc1ccc(C)cc1NC(=O)COC(=O)C1COc2ccccc2O1 (stereo not given)	106	2	3	100	1	101	·	·
50	CCOc1ccc(-c2nnc(SCc3nnc(-c4ccccc4)o3)n2-c2ccccc2F)cc1	88	2	-6	94	7	98	-14	-3

(listing goes on)
cpd	canonical_smiles	LAP4-GFP MLPCN	proCasp3 act	procasp7 counter	RPL19A-GFP yeast	AHR activator	MEP2 TOR yeast	ZTA counter	EBNA-1 inh
51	Cc1onc(-c2ccccc2)c1C(=O)N=C(N)c1ccc(C(F)(F)F)cc1	101	-11	7	97	-3	107	-17	2
52	O=C(c1cccc(S(=O)(=O)N2CCOCC2)c1)N1CCCC(C(F)(F)F)C1 (stereo not given)	105	-3	2	104	-1	100	13	7
53	CN(C)CCCNC(=O)c1cc(S(=O)(=O)N2CCOCC2)ccc1F	106	3	3	101	-2	104	-6	3
54	COc1ccc(N2CCN(C(=S)Nc3cc(C)cc(C)c3)CC2)cc1	94	-6	-5	98	0	100	12	12
55	CN1CCN(S(=O)(=O)c2ccc(N3CCN(C(c4ccccc4)c4ccccc4)CC3)nc2)CC1	101	2	5	99	0	97	-4	-2
